# High-throughput results: PubChem BioAssay, Sanford-Burnham Center for Chemical Genomics
# CHOP UPR activ: activators of apoptotic CHOP UPR arm, primary screen, cell-based, CHO-CHOP luciferase reporter, luminescence, uHTS. UPR activation; percent of tunicamycin response over DMSO baseline. activation, % at 10 µM. 330,000 compounds, 0.34% hits;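 active = at 10 µM dose, activation of 40% or more, normalized to positive control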;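 note: 100% = tunicamycin at 10 µg/mL and 0% = DMSO alone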
#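 Assay system: CHO cells with stable CHOP pathway luciferase reporter; Buffer or medium: F12 plus 10% serum; Times: 16-18 h cell attachment, then 6 h compound exposure, 37 °C; Signal: luciferase luminescence; Read-out basis: percent activation relative to tunicamycin control; Control set: tunicamycin high control, DMSO low control.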
# tim10-1 inh: growth inhibitors of tim10-1 mutant yeast, primary screen, luminescence, uHTS | S. cerevisiae tim10-1 ts strain growth, BacTiter-Glo, 24 h | inhibition, % at 20 µM | 330,000 compounds, 2.2% hits | AID 463190, 2010;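 active = inhibition of at least 40%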;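 note: mutant grown at 25 °C; 0% = DMSO wells with yeast and 100% = wells holding no yeast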
# 697 NFkB inh: inhibitors of PMA/ionomycin-induced NF-kB reporter, 697 cells, primary screen, B-cell NF-kB inhibitor project, cell-based, luminescence, uHTS | 697 B-cell NF-kB luciferase reporter, 16 h | inhibition, % at 4 µM | 330,000 compounds, 0.33% hits | AID 435022, 2010; in the data active = inhibition above about 35%
# tim23-1 inh: growth inhibitors of tim23-1 mutant yeast, primary screen, luminescence, uHTS. S. cerevisiae tim23-1 growth, BacTiter-Glo luminescence, 24 h. inhibition, % at 20 µM. 330,000 compounds, 1.3% hits;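 active = growth inhibition of the mutant yeast at or above 50%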;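 note: temperature-sensitive mutant grown at 25 °C; plate controls were DMSO-treated mutant yeast for no effect and medium wells lacking yeast for full effect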
# UPR XBP1 act: activators of adaptive XBP1 UPR arm, primary screen, cell-based, CHO-XBP1 luciferase reporter, luminescence, uHTS | IRE1-XBP1 UPR activation; percent of tunicamycin response, DMSO as zero | activation, % at 20 µM | 330,000 compounds, 0.33% hits;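 active = versus positive control, 20 µM dose yields 30% or more activation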;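 note: 100% = tunicamycin at 10 µg/mL and 0% = DMSO only wells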
#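 Material: CHO cell line with stable XBP1 luciferase reporter; buffer or medium: F12 medium containing 10% fetal bovine serum; compound: single point, 20 µM final compound, 1% DMSO; incubation: 6 h treatment, 37 °C; measured by: glow luminescence from Steady-Glo reagent; evaluation: activation, % of tunicamycin; control set: tunicamycin high, DMSO low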
# Jurkat NFkB inh: inhibitors of induced NF-kB luciferase reporter, primary screen, TCR NF-kB activation inhibitor project, cell-based, luminescence, uHTS | 330,000 compounds, 0.53% hits | inhibition, % at 4 µM | Jurkat, PMA/ionomycin-induced NF-kB luciferase reporter; in the data active = inhibition above about 50%
# TIM10 inh: growth inhibitors of isogenic TIM10 control yeast, primary screen, counter-screen for tim10-1 yeast inhibitor project, luminescence, uHTS. inhibition, % at 10 µM. 330,000 compounds, 1.4% hits. S. cerevisiae TIM10 strain growth, BacTiter-Glo luminescence, 24 h. AID 463195, 2010;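 active = inhibition of 40% or more at the single tested concentration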;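 note: wild-type TIM10 isogenic control strain grown at permissive 25 °C; 0% = DMSO yeast wells and 100% = minimal medium wells without yeast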
# Mdm2-MdmX inh: inhibitors of human Mdm2-MdmX association, primary screen, cell-based, luminescence, split luciferase, SaOS-2, uHTS. SaOS-2 split-luciferase Mdm2/MdmX complementation. Protein Mdm4 (Homo sapiens) + E3 ubiquitin-protein ligase Mdm2 (Homo sapiens), …. inhibition, % at 8 µM. AID 485346, 2010. 330,000 compounds, 3% hits;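 active = inhibition of at least 50% at 8 µM in the primary screen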
# Target sequence (O15151 whole entry, looked up): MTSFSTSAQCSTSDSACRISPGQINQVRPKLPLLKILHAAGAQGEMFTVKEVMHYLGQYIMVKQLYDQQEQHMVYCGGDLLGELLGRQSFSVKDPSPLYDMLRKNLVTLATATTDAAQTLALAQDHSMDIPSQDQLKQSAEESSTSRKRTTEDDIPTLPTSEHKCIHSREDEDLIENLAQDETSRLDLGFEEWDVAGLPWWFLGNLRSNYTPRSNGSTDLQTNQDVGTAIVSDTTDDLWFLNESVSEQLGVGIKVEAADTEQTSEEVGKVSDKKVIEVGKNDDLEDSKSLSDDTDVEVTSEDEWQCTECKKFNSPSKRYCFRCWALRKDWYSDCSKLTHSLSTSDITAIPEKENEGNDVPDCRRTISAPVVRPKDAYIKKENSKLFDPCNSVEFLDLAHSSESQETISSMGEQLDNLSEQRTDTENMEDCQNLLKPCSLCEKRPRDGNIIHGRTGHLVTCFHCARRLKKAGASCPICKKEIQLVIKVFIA
# Target sequence (Q00987 whole entry, looked up): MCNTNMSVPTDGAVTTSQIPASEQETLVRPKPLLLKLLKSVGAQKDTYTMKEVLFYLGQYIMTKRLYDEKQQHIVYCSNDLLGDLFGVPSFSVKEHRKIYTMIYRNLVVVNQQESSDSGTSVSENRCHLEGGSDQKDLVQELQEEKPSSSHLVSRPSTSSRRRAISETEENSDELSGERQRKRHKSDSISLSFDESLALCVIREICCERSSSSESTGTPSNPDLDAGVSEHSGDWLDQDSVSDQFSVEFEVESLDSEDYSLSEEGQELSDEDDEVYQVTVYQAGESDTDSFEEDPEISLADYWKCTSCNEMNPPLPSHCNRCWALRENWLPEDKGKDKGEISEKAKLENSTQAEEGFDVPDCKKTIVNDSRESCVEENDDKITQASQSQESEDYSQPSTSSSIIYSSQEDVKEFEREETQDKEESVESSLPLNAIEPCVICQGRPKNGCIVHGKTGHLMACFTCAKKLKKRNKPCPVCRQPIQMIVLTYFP
# * = called active by the depositor. Outcome played no part in choosing rows. About 6.6% of those tested had a hit in this group.
# Every second line gives: CHOP UPR activ	tim10-1 inh	697 NFkB inh	tim23-1 inh	UPR XBP1 act	Jurkat NFkB inh	TIM10 inh	Mdm2-MdmX inh
> COc1ccc(OC)c(C2C(C(C)=O)=C(C)Nc3ncnn32)c1 (stereo unspecified)
  1.5	12	7	16	-4	6	1	-20
> CCn1c(SCC(=O)c2cc(OC)ccc2OC)nnc1C(C)C
  1.7	24	12	14	1	0	12	-16
> CNC(=O)C1CC(=O)N(Cc2ccccc2)C(=Nc2ccc(OC)cc2)S1 (stereo unspecified)
  1.7	14	-47	3	1	-12	8	15
> Cc1ccc(C(C2=C(O)CC(C)(C)CC2=O)C2C(=O)CC(C)(C)CC2=O)o1 (stereo unspecified)
  -1.3	23	6	26	0	-10	19	-9
> COc1ccccc1NC(=O)COC(=O)c1ccc(S(=O)(=O)N2CCCCCC2)cc1
  -0.6	-11	-16	-3	-1	-13	-1	5
> CCOc1ccc(CCNC(=O)COC(=O)c2ccc(C)s2)cc1OCC
  3.0	25	-2	14	-4	-1	12	10
> COc1ccc(NC(=O)Cn2nnc(C(=O)NCc3cccs3)c2N)cc1OC
  0.3	-14	5	-14	-3	8	-9	19
> CC(=O)Nc1ccc(NC2=Nc3ccccc3N3C2=Nc2c(c(C)nn2-c2ccccc2)C3c2ccccc2)cc1 (stereo unspecified)
  -3.3	24	-2	8	-4	38	13	84*
> COc1cc(CCC(=O)N2CCN(c3ccccc3)CC2)cc(OC)c1OC
  -1.4	0	5	11	0	27	1	10
> COCCCNC(=S)N/N=C/c1ccc(OC)c(Br)c1
  -1.9	24	3	17	5	-12	17	20
> COc1ccc(NC(=O)c2cc(OC)c(OC)c(OC)c2Br)cc1OC
  -0.3	1	-65	10	-3	-59	7	7
> CCN(CC(=O)Nc1c(F)cccc1F)C(=O)Cc1ccc(S(=O)(=O)N2CCOCC2)s1
  -0.5	-11	-2	-32	2	6	2	2
> O=C(NC1CCN(c2ncccn2)CC1)c1cccc(F)c1
  -0.9	13	-16	14	1	2	9	4
> Cc1cc(O)c(C(=O)/C=C/c2c(F)c(F)c(F)c(F)c2F)c(=O)o1
  -1.3	24	1	19	-4	-12	11	8
> COc1ccc(S(=O)(=O)N2CCCC(C(=O)NCCC(C)C)C2)cc1 (stereo unspecified)
  -0.6	21	15	21	-1	3	-13	-14
> COc1ccc(/C=C/C(=O)c2ccc[nH]2)cc1OC
  1.4	17	-17	17	1	-41	27	-3
> COc1cc(CNCc2ccc(SC)cc2)cc(OC)c1
  0.5	10	20	-8	1	8	8	35
> Cc1ccc(S(=O)(=O)N2CCC(C(=O)NNC(=O)c3ccccc3O)CC2)cc1C
  -0.8	3	2	9	-3	-15	6	53*
> COc1ccccc1N1CCN(C(=O)c2cc(-c3ccc(Cl)c(Cl)c3)on2)CC1
  0.4	9	1	13	0	8	12	17
> N#Cc1cccc(S(=O)(=O)NCc2nnc3ccccn23)c1
  -0.8	8	17	13	-2	2	7	-8
> CCCn1c(=N)c(S(=O)(=O)c2ccccc2)cc2c(=O)n3ccccc3nc21
  0.3	-1	-5	19	7	4	0	-2
> COc1ccc(CN(CC(=O)NC2CCCC2)C(=O)CCC(=O)Nc2cc(C)on2)cc1
  0.1	12	24	3	0	3	8	21
> COc1ccc(N(CC(=O)NCCSC2CCCCC2)S(=O)(=O)c2ccccc2)cc1OC
  -0.1	-1	-13	14	-3	-7	11	12
> COC(=O)C1=C(C(=O)OC)[C@]2([C@H]3CCCCN[C@@H](Cc4ccccc4)C(=O)N3Cc3ccccc3)C=C[C@H]1O2
  6.8	17	15	30	-2	-3	15	47
> CC(C)(C)[C@@H]1COC(=O)[C@H](Cc2ccc(F)cc2)C/C=C\C[C@@H](CC(=O)N(CCO)Cc2ccccc2)C(=O)N1
  1.7	-4	21	0	0	-8	5	1
> O=C(Nc1cccc(-c2cn3ccccc3n2)c1)c1cc2ccccc2oc1=O
  4.2	5	-88	-14	29	-30	-19	100*
> Cc1c(O)c(CN2CCCCC2)cc2c1oc(=O)c1ccccc12
  -1.4	24	-25	16	4	-11	-9	15
> O=C(O)c1nn2c(C(F)(F)F)cc(-c3cccs3)nc2c1Cl
  3.1	8	-11	13	3	0	-4	-4
> Cn1nc(-c2ccc(Cl)cc2)c2cc(C(=O)NC3CC3)sc21
  0.2	10	18	10	-1	13	6	59*
> COc1ccc(-c2ccc(SCC(=O)Nc3cccc(C(C)=O)c3)nn2)cc1OC
  0.7	31	3	32	4	-25	-27	4
> CCN(CC)S(=O)(=O)c1ccc(Cl)nc1
  -1.0	4	9	8	2	1	4	33
> Cc1cc(C(=O)c2cnc(/N=C/N(C)C)s2)c(F)cc1Cl
  0.2	5	1	18	0	4	-3	26
> O=C(NCc1ccccc1)c1cc[n+]([O-])cc1
  -0.2	-3	4	1	0	1	10	7
> COc1ccc(-c2cc(C3CC3)nc3sc(C#N)c(N)c23)cc1
  -2.7	44*	-30	47	-6	-17	35	43
> CCN(CC)CCOc1nc(C)nc2c1oc1ccccc12
  1.3	11	-12	-8	-1	-7	6	39
> CCOC(=O)C1CCN(C(=O)CCn2c(=O)c3cccn3c3cccnc32)CC1
  0.9	27	1	16	-1	2	7	3
> NC1=NC(=O)/C(=C\c2ccc(-c3ccc(Cl)cc3)o2)S1
  0.3	18	-20	-20	6	-46	3	14
> CCn1c(SC(C)C)nnc1-c1c[nH]c2ccccc12
  2.4	-2	0	-4	3	-4	-9	11
> C/C(=N\NC(=S)Nc1ccccc1)C1Cc2ccccc2C(=O)O1 (stereo unspecified)
  3.3	23	16	18	2	12	28	8
> COc1cc(OC)c(NC(=O)/C=C/C(=O)O)cc1Cl
  1.2	8	6	15	-1	16	19	21
> c1cc2ccc3ccc(CN4CCOCC4)c4ccc(c1)c2c34
  3.2	28	2	12	3	3	12	6
> CCn1cc(C(=O)OCc2ccc(F)cc2)c(=O)c2ccc(C)nc21
  -0.4	3	7	3	4	-28	2	10
> Cc1ccc(F)cc1NC(=O)CSc1nnc(CNC(=O)c2ccco2)n1C
  1.0	15	5	16	-1	10	8	-1
> Cc1ccc(Nc2nnc(-c3ccc(N4CCOCC4)c([N+](=O)[O-])c3)c3ccccc23)cc1
  3.9	40	-8	22	8	9	14	10
> CCn1c(SCC(=O)c2ccc(NC(C)=O)c(OC)c2)nnc1-c1ccc(NS(C)(=O)=O)cc1
  -1.4	-13	19	-5	1	-7	-2	-6

# The closing 3 entries of the part before open the next one:
# Every second line gives: CHOP UPR activ	tim10-1 inh	697 NFkB inh	tim23-1 inh	UPR XBP1 act	Jurkat NFkB inh	TIM10 inh	Mdm2-MdmX inh
> Cc1ccc(F)cc1NC(=O)CSc1nnc(CNC(=O)c2ccco2)n1C
  1.0	15	5	16	-1	10	8	-1
> Cc1ccc(Nc2nnc(-c3ccc(N4CCOCC4)c([N+](=O)[O-])c3)c3ccccc23)cc1
  3.9	40	-8	22	8	9	14	10
> CCn1c(SCC(=O)c2ccc(NC(C)=O)c(OC)c2)nnc1-c1ccc(NS(C)(=O)=O)cc1
  -1.4	-13	19	-5	1	-7	-2	-6
> Cc1ccc2cccc(OCC(=O)Nc3ccc(N4CCOCC4)cc3)c2n1
  -0.4	4	12	20	1	2	10	-4
> COc1ccc(C2=NN(C(=O)C(O)c3ccccc3)C(O)(C(F)(F)F)C2)cc1 (stereo unspecified)
  -0.2	18	0	21	-2	13	14	-10
> CCOc1ccc(CNC(=O)Cn2nc(C)n3nc(-c4ccccc4)cc3c2=O)cc1
  -1.1	18	0	11	-2	8	10	97*
> COC(=O)c1ccc2c(=O)n(Cc3ccc(C(=O)NCCCN4CCOCC4)cc3)c(=S)[nH]c2c1
  -0.2	17	-12	12	1	2	8	32
> N#CCN1CCN(CC(=O)Nc2cccc3ccccc23)CC1
  0.1	15	0	2	-3	10	-9	19
> O=C(NCC1CC1)c1ccc(Nc2nc3ccc(Br)cc3[nH]2)cc1
  -0.8	2	6	9	-1	-6	-11	9
> Fc1ccc(NC(=S)N2CCOCC2)cc1Cl
  -2.8	1	18	15	-5	-4	-5	18
> CCOC(=O)c1ccc(NC(=O)N2CCN(C(=O)C3CCCO3)CC2)cc1 (stereo unspecified)
  -2.9	-1	13	19	-2	-10	-14	-4
> CCOC(=O)CCCCCC(=O)Nc1ccc2c(c1)CC(=O)N([C@H](C)CO)C[C@H](C)[C@H](CN(C)S(=O)(=O)c1ccc(OC)cc1)O2
  -0.6	8	27	5	-1	7	0	-4
> NC(=O)C1(N2CCCCC2)CCN(C(=O)CSc2nc3ccccc3[nH]2)CC1
  -3.1	7	3	-1	-2	-10	-15	11
> Cc1ccc(C(=O)N[C@H](C(=O)Nc2sccc2C(N)=O)C(C)C)cc1
  1.7	-1	-22	0	8	-20	-22	-29
> Cc1ccc(S(=O)(=O)N(C)CC(=O)Nc2nnc(CC(C)C)s2)cc1
  -1.6	-24	-4	0	24	0	-16	9
> COc1ccc2sc(N(CCCN(C)C)C(=O)c3ccc(S(=O)(=O)N4CCc5ccccc5C4)cc3)nc2c1
  29	30	-4	10	-6	-35	15	100*
> CCn1cnc2c1c(=O)n(CC(=O)NCC(C)C)c(=O)n2Cc1ccccc1
  1.2	-4	15	-6	-1	1	15	24
> COc1ccc(NC(=O)c2cc(S(=O)(=O)N(Cc3ccccc3)c3ccccc3)ccc2Cl)cn1
  0.4	21	-2	12	-2	0	19	39
> OC1(CN2CCOCC2)C2CN3CCN(C2)CC1(c1ccccc1)C3 (stereo unspecified)
  1.3	-29	-22	-9	3	-16	-11	31
> Cc1ccc(CN2CCN(Cc3ccc4cccc(F)c4n3)CC2CCO)cc1 (stereo unspecified)
  -0.4	-9	-36	-2	0	3	-13	6
> CCN(CC)CCN(C(=O)CCS(=O)(=O)c1ccccc1)c1nc2c(C)cc(C)cc2s1
  30	38	12	39	-4	1	28	51*
> O=C(Nc1ccc(Cl)cc1)c1cccnc1N1CCCCC1
  1.1	37	-13	26	-2	7	10	-15
> Cc1c(C(=O)OCC(=O)N2CCCC2=O)oc2ccccc12
  2.2	10	5	24	-3	6	-8	3
> Cc1cccc(C)c1NC(=O)CN(C)S(=O)(=O)c1ccc(-c2ccc(=O)[nH]n2)s1
  -1.9	10	1	14	-4	9	0	-14
> O=C(COc1ncnc2cc([N+](=O)[O-])ccc12)NCCc1ccc(Cl)cc1
  -0.1	-46	20	-15	-1	0	5	21
> NC(=O)C1CCN(C(=O)c2ccc(-c3ccccc3Cl)o2)CC1
  5.9	5	-45	15	1	-22	7	-38
> CCCc1n(CC(O)COCc2ccccc2)c2ccccc2[n+]1C (stereo unspecified)
  -0.1	-4	-26	-10	6	-2	-7	13
> CCC(C)(C)NC(=O)CN(C(=O)CCC(=O)Nc1nccs1)c1ccc(C)cc1
  0.9	-10	14	0	-1	13	-7	7
> CCCCCSc1nnc(-c2ccccc2NC(C)=O)c(=O)[nH]1
  1.2	24	-3	9	-1	2	6	-6
> CCOC(=O)N1CCN(C(=O)c2ccc(C)c(S(=O)(=O)N3CCCCC3)c2)CC1
  0.5	15	9	19	-3	2	-2	-1
